High-throughput results from PubChem BioAssay.
NSD2 block – NSD2 (human) methyltransferase inhibition; NSD2-SET H3K36me1 DELFIA fluorescence, biochemical; inhibition, % at 12.5 µM; O96028; actives 0.07% (n = 44,000); AID 624260; in the data active = inhibition above about 54%, passing the limit was not always enough;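 also: inhibitors reduce the monomethyl H3K36 fluorescence signal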
Target sequence (O96028 whole entry, looked up): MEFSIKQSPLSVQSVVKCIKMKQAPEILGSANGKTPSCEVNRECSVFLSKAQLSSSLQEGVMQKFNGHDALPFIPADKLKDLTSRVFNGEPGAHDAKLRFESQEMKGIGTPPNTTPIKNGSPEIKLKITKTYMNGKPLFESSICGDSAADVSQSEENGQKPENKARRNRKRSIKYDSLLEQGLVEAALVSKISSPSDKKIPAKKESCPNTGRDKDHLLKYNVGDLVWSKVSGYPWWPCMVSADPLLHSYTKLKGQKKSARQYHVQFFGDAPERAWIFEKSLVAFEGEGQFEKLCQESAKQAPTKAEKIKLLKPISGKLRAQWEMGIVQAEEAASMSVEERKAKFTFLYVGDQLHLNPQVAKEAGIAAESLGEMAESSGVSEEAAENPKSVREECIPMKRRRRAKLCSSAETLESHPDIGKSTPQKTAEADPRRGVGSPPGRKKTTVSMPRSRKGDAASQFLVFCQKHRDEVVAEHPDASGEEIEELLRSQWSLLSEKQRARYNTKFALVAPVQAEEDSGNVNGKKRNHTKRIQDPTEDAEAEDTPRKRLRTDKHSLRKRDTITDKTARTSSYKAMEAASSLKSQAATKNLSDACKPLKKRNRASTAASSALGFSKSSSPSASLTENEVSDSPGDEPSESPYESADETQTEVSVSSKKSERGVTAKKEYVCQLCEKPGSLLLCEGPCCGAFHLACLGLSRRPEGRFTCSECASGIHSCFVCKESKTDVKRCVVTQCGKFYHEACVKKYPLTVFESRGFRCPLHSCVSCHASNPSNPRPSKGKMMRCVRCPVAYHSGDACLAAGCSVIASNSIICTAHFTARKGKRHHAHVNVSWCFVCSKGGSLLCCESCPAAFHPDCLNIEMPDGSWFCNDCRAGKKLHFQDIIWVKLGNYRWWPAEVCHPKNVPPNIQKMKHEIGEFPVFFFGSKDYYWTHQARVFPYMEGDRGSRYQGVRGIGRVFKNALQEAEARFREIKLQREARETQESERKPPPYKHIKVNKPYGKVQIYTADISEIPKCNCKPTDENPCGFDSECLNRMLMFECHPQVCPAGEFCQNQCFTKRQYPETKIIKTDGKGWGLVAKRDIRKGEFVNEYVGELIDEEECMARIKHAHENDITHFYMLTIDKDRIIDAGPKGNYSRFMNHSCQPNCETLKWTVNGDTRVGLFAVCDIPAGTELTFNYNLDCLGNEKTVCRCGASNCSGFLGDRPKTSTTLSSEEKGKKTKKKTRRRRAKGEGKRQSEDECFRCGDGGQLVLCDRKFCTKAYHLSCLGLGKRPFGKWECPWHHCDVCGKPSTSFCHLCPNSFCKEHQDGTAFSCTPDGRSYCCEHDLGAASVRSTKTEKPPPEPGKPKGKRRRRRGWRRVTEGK
* hit, by the source's call; & = joins results of further samples. Not all compounds are listed; rates above refer to the full screens.

smiles,NSD2 block
C[C@@H]1CN([C@@H](C)CO)C(=O)c2cc(NC(=O)C3CCCCC3)ccc2O[C@@H](C)CCCCO[C@H]1CN(C)C(=O)C1CCCCC1,2
Cc1ccc(S(=O)(=O)N(C)C[C@H]2Oc3c(NC(=O)Nc4ccccc4)cccc3C(=O)N([C@H](C)CO)C[C@@H]2C)cc1,4
C[C@@H]1CN([C@H](C)CO)C(=O)c2cccc(NC(=O)Nc3ccc(C(F)(F)F)cc3)c2O[C@H]1CN(C)S(=O)(=O)c1cccs1,-6
C/C=C/c1ccc2c(c1)O[C@H](CN(C)C(=O)c1ccccn1)[C@H](C)CN([C@H](C)CO)S2(=O)=O,-5
CCCCN1C(=O)[C@H]2Cc3c([nH]c4ccccc34)[C@H](c3ccc(OC)cc3)N2C1=O,-5
Cc1ccc(S(=O)(=O)N(C)C[C@@H]2Oc3ncc(C#CC4(O)CCCC4)cc3C(=O)N([C@H](C)CO)C[C@H]2C)cc1,-2
C[C@@H]1CN([C@@H](C)CO)C(=O)c2cccc(NC(=O)Nc3ccc(F)cc3)c2O[C@H]1CN(C)S(=O)(=O)c1ccc(F)cc1,-2
C[C@H](CO)N1C[C@H](C)[C@@H](CN(C)C(=O)NC2CCCCC2)OCc2ccccc2-c2ccccc2C1=O,8
C[C@H]1CN([C@@H](C)CO)C(=O)Cc2cc(NC(=O)NC3CCCCC3)ccc2O[C@H]1CN(C)C(=O)Nc1ccc(C(F)(F)F)cc1,-3
COCc1cc(Sc2c(Cl)cccc2Cl)nc(-c2ccccc2)n1,-1
C[C@@H]1CN([C@H](C)CO)C(=O)c2cc(NS(C)(=O)=O)ccc2O[C@@H](C)CCCCO[C@H]1CN(C)Cc1ccccc1,3
COc1ccc(-c2cnc3c(c2)C(=O)N([C@H](C)CO)C[C@H](C)[C@@H](CN(C)C(=O)Cc2cccnc2)O3)cc1,-2
C[C@H](CO)N1C[C@H](C)[C@H](CN(C)S(C)(=O)=O)OCCCC[C@H](C)Oc2ccc(NS(=O)(=O)c3cccs3)cc2C1=O,5
Cc1ccc(S(=O)(=O)N(C)C[C@@H]2OCCCC[C@H](C)Oc3ccc(NS(C)(=O)=O)cc3C(=O)N([C@@H](C)CO)C[C@H]2C)cc1,4
C[C@@H]1CN([C@@H](C)CO)C(=O)CCCn2cc(nn2)CO[C@H]1CN(C)S(=O)(=O)c1ccc(Oc2ccccc2)cc1,-2
C[C@H]1CN([C@@H](C)CO)C(=O)c2cccc(NC(=O)Nc3ccc(F)cc3)c2O[C@H]1CN(C)S(=O)(=O)c1cn(C)cn1,7
C[C@H]1CN([C@@H](C)CO)C(=O)Cc2cc(NC(=O)Nc3ccc4c(c3)OCO4)ccc2O[C@H]1CN(C)C(=O)Nc1ccccc1,2
C[C@H]1CN([C@@H](C)CO)S(=O)(=O)c2ccc(-c3ccncc3)cc2O[C@@H]1CN(C)C(=O)CC1CC1,0
CCCN(C)C[C@H]1Oc2cc(C#CC3(O)CCCC3)ccc2S(=O)(=O)N([C@H](C)CO)C[C@H]1C,-7
C[C@H](CO)N1C[C@H](C)[C@@H](CN(C)Cc2ccc(C(F)(F)F)cc2)Oc2ccc(NS(=O)(=O)c3ccc(Cl)cc3)cc2CC1=O,-13
O=C(Nc1ccc2c(c1)[C@H]1C[C@@H](CC(=O)N3CCCCC3)O[C@H](CO)[C@H]1O2)c1ccc2c(c1)OCO2,-2
C[C@H](CO)N1C[C@H](C)[C@H](CN(C)C(=O)Nc2ccc3c(c2)OCO3)Oc2c(NS(=O)(=O)c3ccccc3)cccc2C1=O,-1
CC(C)NC(=O)N(C)C[C@H]1OCCCC[C@@H](C)Oc2ccc(NC(=O)Nc3ccc(F)cc3)cc2C(=O)N([C@@H](C)CO)C[C@H]1C,-4
C[C@H]1CN([C@@H](C)CO)C(=O)CCCn2cc(nn2)CO[C@@H]1CN(C)C(=O)NC1CCCCC1,-7
C[C@@H]1CN([C@@H](C)CO)C(=O)Cc2cc(NS(=O)(=O)c3cccs3)ccc2O[C@@H]1CN(C)S(C)(=O)=O,5
C[C@H]1CN([C@@H](C)CO)C(=O)Cc2cc(NS(=O)(=O)c3ccc(Cl)cc3)ccc2O[C@@H]1CN(C)C(=O)Nc1cccc2ccccc12,-5
Cc1noc(C)c1NC(=O)Nc1ccc2c(c1)CC(=O)N([C@@H](C)CO)C[C@H](C)[C@@H](CN(C)C(=O)NC1CCCCC1)O2,1
CNC[C@H]1Oc2ccc(NC(=O)CCN3CCOCC3)cc2C(=O)N([C@H](C)CO)C[C@@H]1C,-3
O=C(c1ccco1)N1CCc2sccc2C1c1ccc(OC(F)(F)F)cc1 (centres undefined),3
C[C@H](CO)N1C[C@H](C)[C@@H](CN(C)S(=O)(=O)c2cccc(F)c2)Oc2ncc(C#CC3CCCC3)cc2C1=O,4
COc1c(OC/C=C(\C)CC2C=C(C)C(=O)O2)ccc2ccc(=O)oc12 (centres undefined),-4
CC(C)NC(=O)N(C)C[C@H]1Oc2ccc(NS(=O)(=O)c3cn(C)cn3)cc2C(=O)N([C@H](C)CO)C[C@H]1C,5
C[C@H](CO)N1C[C@H](C)[C@H](CN(C)Cc2ccc3c(c2)OCO3)Oc2c(NC(=O)Nc3cccc4ccccc34)cccc2C1=O,0
C[C@H](CO)N1C[C@H](C)[C@H](CN(C)S(=O)(=O)c2ccc(F)cc2)Oc2ccc(NC(=O)Cc3cn(C)c4ccccc34)cc2C1=O,-2
O=C(C[C@@H]1CC[C@@H](NS(=O)(=O)c2ccccc2)[C@@H](CO)O1)NCc1ccncn1,3
CC(C)NC(=O)Nc1ccc2c(c1)CC(=O)N([C@@H](C)CO)C[C@H](C)[C@@H](CN(C)S(=O)(=O)c1cn(C)cn1)O2,4
C[C@@H]1CN([C@H](C)CO)C(=O)c2cccc(NC(=O)c3nc4ccccc4s3)c2O[C@@H]1CN(C)S(=O)(=O)c1ccc(Cl)cc1,1
CC(=O)N(C)C[C@H]1Oc2cc(C#CC(C)(C)O)ccc2S(=O)(=O)N([C@@H](C)CO)C[C@@H]1C,1
COc1ccc(-c2cnc3c(c2)C(=O)N([C@H](C)CO)C[C@@H](C)[C@H](CN(C)C(=O)Cc2ccccn2)O3)cc1,4
C[C@@H]1CCCCO[C@H](CN(C)Cc2ccc3c(c2)OCO3)[C@H](C)CN([C@H](C)CO)C(=O)c2cc(NS(=O)(=O)c3ccc(F)cc3)ccc2O1,2
O=C(C[C@H]1C[C@@H]2c3cc(NC(=O)NC4CCCCC4)ccc3O[C@@H]2[C@@H](CO)O1)NCC(F)(F)F,-3
C[C@H]1CN([C@@H](C)CO)C(=O)Cc2cc(NS(=O)(=O)c3cn(C)cn3)ccc2O[C@H]1CN(C)S(=O)(=O)c1cccs1,4
Cc1noc(C)c1S(=O)(=O)N(C)C[C@@H]1Oc2ccc(NC(=O)Cc3ccccc3)cc2CC(=O)N([C@H](C)CO)C[C@@H]1C,2
Cc1ccc(S(=O)(=O)Nc2cccc3c2O[C@H](CN(C)Cc2ccc4c(c2)OCO4)[C@H](C)CN([C@H](C)CO)C3=O)cc1,7
COCC(=O)N(C)C[C@@H]1Oc2cc(C#CCC3CCCC3)ccc2S(=O)(=O)N([C@@H](C)CO)C[C@@H]1C,-7
C[C@@H]1CN([C@@H](C)CO)C(=O)c2cccc(NC(=O)NC3CCCCC3)c2O[C@H]1CN(C)S(=O)(=O)c1cn(C)cn1,1
C[C@@H]1CCCCO[C@@H](CN(C)C(=O)C2CCCCC2)[C@@H](C)CN([C@H](C)CO)C(=O)c2cc(NC(=O)NC3CCCCC3)ccc2O1,-1
C[C@@H]1CN([C@@H](C)CO)C(=O)c2cc(NC(=O)Nc3ccccc3)ccc2O[C@@H]1CN(C)CC1CCCCC1,3
C[C@H](CO)N1C[C@H](C)[C@@H](CN(C)C(=O)Nc2cccc3ccccc23)Oc2ccc(NC(=O)CCN3CCOCC3)cc2CC1=O,3
CC(Sc1nc(N2CCOCC2)c2c(c1C#N)CC(C)(C)OC2)C(=O)Nc1ccccc1 (centres undefined),-2
CC(=O)N(C)C[C@@H]1Oc2cc(-c3cccc(C#N)c3)ccc2S(=O)(=O)N([C@H](C)CO)C[C@@H]1C,0
C[C@@H]1CN([C@@H](C)CO)S(=O)(=O)c2ccc(/C=C/c3ccccc3)cc2O[C@H]1CN(C)Cc1ccccc1,13
COc1ccc(S(=O)(=O)Nc2ccc3c(c2)[C@@H]2C[C@H](CC(=O)N(C)C)O[C@H](CO)[C@@H]2O3)cc1,-2
O=C(C[C@@H]1C=C[C@H](NC(=O)CC2CC2)[C@H](CO)O1)NCc1ccc(-c2ccccc2)cc1,-1
Cc1noc(C)c1S(=O)(=O)Nc1ccc2c(c1)C(=O)N([C@@H](C)CO)C[C@H](C)[C@H](CN(C)C(=O)c1ccncc1)OCCCC[C@H](C)O2,13
C[C@H]1CN([C@@H](C)CO)C(=O)Cc2cc(NC(=O)Nc3ccc4c(c3)OCO4)ccc2O[C@@H]1CN(C)Cc1ccc(C(F)(F)F)cc1,-5
C[C@@H]1CN([C@H](C)CO)C(=O)c2cc(NC(=O)Nc3cccc4ccccc34)ccc2O[C@@H]1CN(C)Cc1ccc(C(F)(F)F)cc1,-6
C[C@@H]1CCCCO[C@H](CN(C)S(=O)(=O)c2ccc(Cl)cc2)[C@@H](C)CN([C@@H](C)CO)C(=O)c2cc(NC(=O)C3CCCCC3)ccc2O1,14
CNC[C@@H]1Oc2ncc(-c3ccc(OC)cc3)cc2C(=O)N([C@@H](C)CO)C[C@@H]1C,0
C[C@@H]1CCCCO[C@@H](CN(C)CC2CC2)[C@@H](C)CN([C@H](C)CO)C(=O)c2cc(NS(=O)(=O)c3ccc(F)cc3)ccc2O1,5

Other results follow:
smiles,NSD2 block
O=C(NCCN1CCOCC1)[C@]1(Cc2ccccc2)N=C(c2ccc(OCCCO)cc2)O[C@@H]1c1ccccc1,0
Cc1sc2nc(SCC(=O)NCc3ccco3)n(C)c(=O)c2c1C,-3
COc1ccc(NC(=O)Nc2ccc3c(c2)C(=O)N([C@@H](C)CO)C[C@@H](C)[C@@H](CN(C)Cc2ccccc2)OCCCC[C@@H](C)O3)cc1,9
C[C@H]1CN([C@@H](C)CO)C(=O)Cc2cc(NC(=O)Cc3cn(C)c4ccccc34)ccc2O[C@H]1CN(C)C(=O)Nc1cccc2ccccc12,-3
O=C(CCCCCC(=O)N/N=C/c1ccc[nH]1)NO,0
Cc1ccc(S(=O)(=O)Nc2cccc3c2O[C@@H](CN(C)C(=O)NC(C)C)[C@@H](C)CN([C@@H](C)CO)C3=O)cc1,4
C[C@H]1CN([C@@H](C)CO)C(=O)Cc2cc(NC(=O)CCCCCC(=O)Nc3ccccc3N)ccc2O[C@@H]1CN(C)S(C)(=O)=O,-1
C[C@@H]1CN([C@H](C)CO)C(=O)c2cccc(NS(=O)(=O)c3ccccc3)c2O[C@@H]1CN(C)Cc1ccc(C(=O)Nc2ccccc2N)cc1,-4
Cc1noc(C)c1S(=O)(=O)N(C)C[C@@H]1OCCCC[C@@H](C)Oc2ccc(NS(=O)(=O)c3ccc(F)cc3)cc2C(=O)N([C@@H](C)CO)C[C@@H]1C,5
O=C(C[C@H]1C[C@H]2c3cc(NC(=O)C4CCC4)ccc3O[C@H]2[C@H](CO)O1)NCCc1ccccc1,0
CC(=O)N(C)C[C@@H]1Oc2ncc(C#CC(C)(C)O)cc2C(=O)N([C@@H](C)CO)C[C@@H]1C,-8
C[C@H]1CN([C@@H](C)CO)C(=O)Cc2cc(NC(=O)Nc3ccc(C(F)(F)F)cc3)ccc2O[C@@H]1CN(C)Cc1ccc(Cl)c(Cl)c1,2
Nc1ccc2c3c(cccc13)C(=O)NC2=O,4
C[C@@H]1CN([C@H](C)CO)C(=O)c2cc(NC(=O)c3ccncc3)ccc2O[C@@H]1CN(C)Cc1ccc(C(F)(F)F)cc1,-4
C[C@H](CO)N1C[C@H](C)[C@H](CN(C)S(=O)(=O)c2ccccc2)Oc2ncc(Br)cc2C1=O,0&1
COc1ccc(NC(=O)N(C)C[C@@H]2Oc3ccc(NC(=O)Nc4cccc5ccccc45)cc3CC(=O)N([C@H](C)CO)C[C@H]2C)cc1,-4
O=C(/C=C/c1ccc(O)cc1)NCCc1ccc(O)cc1,5
CC(C)NC(=O)N(C)C[C@H]1Oc2c(NS(C)(=O)=O)cccc2C(=O)N([C@H](C)CO)C[C@H]1C,1
CCCN(C)C[C@@H]1OCCCC[C@@H](C)Oc2ccc(NC(=O)NC3CCCCC3)cc2C(=O)N([C@H](C)CO)C[C@@H]1C,2
O=C(CCCCCCC(=O)Nc1ccccc1O)N/N=C/c1ccc(O)c(F)c1,9
Cc1ccc(S(=O)(=O)Nc2cccc3c2O[C@H](CN(C)Cc2ccc(Oc4ccccc4)cc2)[C@H](C)CN([C@H](C)CO)C3=O)cc1,3

3 structures from above, ordered by count of non-hydrogen atoms, descending:
smiles,NSD2 block
Cc1ccc(S(=O)(=O)Nc2cccc3c2O[C@H](CN(C)Cc2ccc(Oc4ccccc4)cc2)[C@H](C)CN([C@H](C)CO)C3=O)cc1,3
C[C@@H]1CN([C@H](C)CO)C(=O)c2cc(NC(=O)c3ccncc3)ccc2O[C@@H]1CN(C)Cc1ccc(C(F)(F)F)cc1,-4
O=C(CCCCCCC(=O)Nc1ccccc1O)N/N=C/c1ccc(O)c(F)c1,9

5 entries already listed, sorted by their value in NSD2 block, highest first:
smiles,NSD2 block
O=C(CCCCCCC(=O)Nc1ccccc1O)N/N=C/c1ccc(O)c(F)c1,9
C[C@H](CO)N1C[C@H](C)[C@@H](CN(C)S(=O)(=O)c2cccc(F)c2)Oc2ncc(C#CC3CCCC3)cc2C1=O,4
Cc1ccc(S(=O)(=O)Nc2cccc3c2O[C@H](CN(C)Cc2ccc(Oc4ccccc4)cc2)[C@H](C)CN([C@H](C)CO)C3=O)cc1,3
COc1c(OC/C=C(\C)CC2C=C(C)C(=O)O2)ccc2ccc(=O)oc12 (centres undefined),-4
C[C@@H]1CN([C@H](C)CO)C(=O)c2cccc(NC(=O)Nc3ccc(C(F)(F)F)cc3)c2O[C@H]1CN(C)S(=O)(=O)c1cccs1,-6
